Assay outcomes: PubChem, several laboratories
SIAH1 antagonists = Siah-1 peptide-binding antagonists, primary screen, biochemical, fluorescence polarization, rhodamine-plectin, uHTS (AID 1817); E3 ubiquitin-protein ligase SIAH1 (Homo sapiens); Siah-1 / rhodamine-plectin peptide fluorescence polarization; higher % means a stronger effect; one-dose displacement, % at 20 µM; IC50 in µM for titrated hits; 290,000 tested, 0.02% active;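 active means displacement of at least 50% at 20 µM, with a fluorescence ratio check between 0.3 and a set limit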;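 further: plate controls were Siah plus tracer with DMSO for no effect and tracer alone without Siah for full effect; strong numbers were not always called active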
P. falciparum M17LAP = P. falciparum M17LAP inhibitors, primary screen, biochemical, fluorogenic H-Leu-NHMec substrate, 1536-well (AID 1619); Leucine aminopeptidase (Plasmodium falciparum (isolate 3D7)); recombinant M17LAP, H-Leu-NHMec fluorogenic kinetic assay; higher % means a stronger effect; inhibition, % at 30 µM; hits with a dose series show IC50 in µM; 220,000 tested, 0.38% active;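 active means compound inhibiting the enzyme by more than half at any dose during confirmatory dose-response retesting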;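 further: plate controls were full reaction with DMSO carrier for no effect and no enzyme background for full effect; strong numbers were not always called active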
LYP phosphatase = inhibitors of LYP phosphatase, biochemical, fluorescence intensity, uHTS (AID 1779); recombinant LYP phosphatase, fluorescence intensity; higher % means a stronger effect; Tyrosine-protein phosphatase non-receptor type 22 (Homo sapiens); 290,000 tested, 0.054% active; inhibition, % at 11.5 µM, or IC50 in µM where a hit was titrated;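 further: plate controls were vehicle with enzyme for no effect and no enzyme for full effect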
P. falciparum M1AAP = P. falciparum M1AAP inhibitors, biochemical, fluorogenic H-Leu-NHMec substrate, 1536-well (AID 1445); Aminopeptidase N (Plasmodium falciparum (isolate 3D7)); recombinant M1AAP, H-Leu-NHMec fluorogenic kinetic assay; higher % means a stronger effect; inhibition, % at 30 µM, or IC50 in µM where a hit was titrated; 220,000 tested, 0.42% active;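 active means primary inhibition above the hit cutoff, then over 50% inhibition at one or more dose response concentrations, cut at about 23% in these data, passing the limit was not always enough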;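 further: plate controls were DMSO full reaction for no effect and no enzyme background for full effect; strong numbers were not always called active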
Dynein transport = inhibitors of GR-EGFP nuclear translocation, primary screen, dynein cargo transport inhibitor project, imaging, high-content, 3617.4 mouse cells. test concentration mostly 20 µM; stimulated with dexamethasone, 1 µM; hits give low values. z-score, hits read low. 220,000 tested, 0.47% active. AID 1381, 2008;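 active means plate z-score of nuclear minus cytoplasmic receptor signal below a set negative limit, without overly bright fluorescence or cell loss, cut at about -3.5 in these data, passing the limit was not always enough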;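 further: z-score of nuclear minus cytoplasmic ring GR-EGFP intensity difference per well; some compounds called inactive have numbers as strong as hits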
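Buffer or medium: tet-free medium with charcoal-stripped serum / Also added: dexamethasone agonist, 1.0 µM final, for 30 min / Timing: induction 48 h, compound 1 h, agonist 30 min / Measured by: high-content fluorescence imaging after fixation / Read-out: nuclear-to-cytoplasmic GR-EGFP distribution per well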
AID2073 = inhibitors of Mint1-CaV2.2 protein interaction, biochemical, HTRF (AID 2073); Voltage-dependent N-type calcium channel subunit alpha-1B (Homo sapiens); HTRF protein-protein interaction, Mint1-CaV2.2; higher % means a stronger effect; one-dose inhibition, % at 20 µM; IC50 in µM for titrated hits; 290,000 tested, 0.19% active; in the data active means inhibition mostly above about 51%, no sharp cut-off; further: some results filed as inactive read as strong as hits
human PMI inhibition = inhibitors of human PMI, primary screen, biochemical, fluorescence intensity, coupled assay (AID 1209). purified PMI enzyme, coupled fluorescence intensity; higher % means a stronger effect. inhibition, % at 20 µM; hits with a dose series show IC50 in µM. 190,000 tested, 0.42% active;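 further: plate controls were DMSO vehicle for no effect and wells lacking substrate for full effect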
human PMI inhibitors = human PMI inhibitors, high substrate, primary screen, biochemical, fluorescence intensity, high mannose 6-phosphate (AID 1220); recombinant PMI enzyme, coupled fluorescence intensity; higher % means a stronger effect; 190,000 tested, 0.66% active; inhibition, % at 20 µM; hits with a dose series show IC50 in µM; Mannose-6-phosphate isomerase (Homo sapiens)
XIAP antagonists = XIAP antagonists, biochemical, IAP family, fluorescence polarization (AID 1018) | E3 ubiquitin-protein ligase XIAP (Homo sapiens) | XIAP BIR domain, fluorescence polarization peptide displacement; higher % means a stronger effect | displacement, % at 20 µM; hits with a dose series show IC50 in µM | 200,000 tested, 0.007% active; in the data active means displacement above about 50%; further: a part of the inactive calls stands beside numbers as strong as those of hits
Dynein transport cytoplasmic EGFP = further read-out of Dynein transport, marked with its call; z-score; measured here: cytoplasmic GR-EGFP intensity; hits give high values
Dynein transport nuclear GR-EGFP = recorded beside Dynein transport, whose call it bears; z-score; measured here: nuclear GR-EGFP intensity;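 lower value marks the stronger effect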
Dynein transport cell count = second read-out of Dynein transport, no call of its own (marks repeat the call); z-score; measured here: cell count per field
Active calls of the source: *; . = not tested or not shown. Unless noted, no stated cut-off is given here; in the data, active means inhibition above about 50%; inactive means the rest.

SMILES	SIAH1 antagonists	P. falciparum M17LAP	LYP phosphatase	P. falciparum M1AAP	Dynein transport	Dynein transport cytoplasmic EGFP	Dynein transport nuclear GR-EGFP	Dynein transport cell count	AID2073	human PMI inhibition	human PMI inhibitors	XIAP antagonists
O=C(CN1C2=NCCN2c2ccccc21)C12CC3CC(CC(C3)C1)C2	-1%	-3%	-13%	9%	2.2	-0.2	0.47	0.22	-7%	-4%	-7%	-4.6%
O=C(O)c1ccccc1-n1ncc2c1/C(=C/c1ccc(Cl)cc1)CC2	-2%	6%	2%	10%	-0.58	-0.19	-0.48	-0.42	16%	.	.	.
COc1ccc(/C=C/C(=O)NCc2ccccn2)cc1	16%	6%	-1%	1%	0.79	-0.28	0.4	-0.54	5%	-2%	-8%	-2.6%
CCCCn1c(SCC(=O)NCCOC)nc2ccc(N3CCOCC3)cc2c1=O	1%	7%	-4%	-1%	1	-0.24	-0.58	0.027	-4%	4%	28%	-2.5%
CC(Sc1ccc(Cl)cc1)C(=O)Nc1ccccc1-c1ccccc1 (stereo unspecified)	3%	-4%	-3%	0%	-0.41	-0.26	-0.47	0.39	1%	6%	7%	-11%
Cc1cc(C)n(CC(O)COc2cccc(OCC(O)Cn3nc(C)cc3C)c2)n1 (stereo unspecified)	-5%	4%	-4%	5%	0.86	-0.17	0.35	-0.77	3%	4%	9%	-2.9%
O=C(NC(Cc1ccccc1)C(=O)O)c1ccc(S(=O)(=O)N2CCCC2)cc1 (stereo unspecified)	2%	5%	-5%	5%	-0.22	-0.25	-0.19	0.49	2%	-3%	-2%	-5.0%
CCN1CCc2nc(NC(=O)Cc3ccc4c(c3)OCCO4)sc2C1	2%	25%	-1%	7%	0.96	-0.074	0.73	-0.69	0%	13%	14%	-4.6%
C=CCn1c(-c2ccc(C)cc2)nc2ccccc21	2%	2%	-7%	1%	0.61	-0.014	0.73	-0.91	-3%	4%	-1%	-0.8%
NC(=O)C1(N2CCCCC2)CCN(CC(=O)Nc2cc(Cl)ccc2Cl)CC1	6%	0%	-4%	10%	-1.1	-0.23	-0.65	0.55	-8%	8%	7%	-2.7%
CC(Nc1oc(-c2ccco2)nc1C#N)c1ccccc1 (stereo unspecified)	9%	13%	-4%	5%	0.071	-0.19	-0.26	-0.019	-2%	14%	0%	0.4%
COc1ccccc1N1CCN(c2ncnc3nc[nH]c23)CC1	2%	8%	1%	4%	-0.094	-0.21	0.18	-0.14	12%	8%	6%	-3.4%
O=C(COC(=O)c1cccnc1Cl)NCc1cccs1	-8%	-1%	-3%	12%	0.68	-0.2	0.59	-1.3	-2%	-5%	-2%	-4.6%
CNc1nnc(-c2ccc(OC)cc2)s1	0%	-3%	-4%	4%	-0.56	-0.15	-0.069	0.62	-6%	-1%	-1%	-4.6%
Cc1ccc(N2C(=O)c3ccc(N)cc3C2=O)cc1	1%	5%	-5%	3%	0.42	-0.15	0.56	-0.33	21%	6%	8%	-4.8%
O=C(Oc1cccc(N2C(=O)CCC2=O)c1)C1CC(=O)N(c2ccc(F)cc2)C1 (stereo unspecified)	-1%	-6%	1%	0%	0.0059	0.092	0.44	-0.15	-4%	-5%	-2%	-3.0%
COc1ccccc1NC(=O)Nc1ccc2c(c1)nnn2C	-6%	2%	-1%	-1%	-0.51	0.012	-0.15	-0.024	15%	-5%	-15%	-8.4%
C=CCN(CC=C)CCOc1cccc(Oc2ccccc2)c1	17%	-3%	-12%	7%	2.4	-0.16	1.4	-2.6	-12%	15%	6%	-2.6%
COc1cccc(N2C(=O)CC(N3CCN(C(=O)c4ccco4)CC3)C2=O)c1 (stereo unspecified)	-2%	6%	1%	1%	0.27	-0.26	0.76	1.1	1%	19%	13%	-6.4%
Cc1ccc(Oc2ncccc2COC(=O)Nc2ccccc2C)cc1	-1%	6%	-4%	3%	-0.16	-0.13	-0.033	0.34	3%	-3%	4%	-11%
CN1CCC(N(C)C(=O)COc2ccc(S(=O)(=O)N3CCOCC3)cc2)CC1	8%	3%	-6%	-1%	1.6	-0.27	1.4	-1.2	3%	-5%	4%	-6.4%
O=C(NNc1cccc(Cl)n1)Nc1cccc(C(F)(F)F)c1	5%	7%	0%	4%	0.22	-0.31	-0.038	-0.076	-23%	4%	-1%	-6.9%
CC12COC3(C(=O)Nc4ccc5ccccc5c4)CC1CCC32C (stereo unspecified)	8%	-2%	0%	-5%	-0.44	-0.35	0.26	0.42	-5%	22%	34%	-6.9%
O=C1/C(=C/c2cccnc2)Oc2cc(OS(=O)(=O)c3ccc(F)cc3)ccc21	-2%	2%	-2%	3%	1.1	-0.27	0.26	0.22	7%	13%	13%	-5.1%
COc1ccccc1N1CCN(C(=O)CSc2nc(-c3ccccc3)cc(=O)[nH]2)CC1	14%	16µM*	0%	6%	-0.061	-0.26	-0.16	0.6	-3%	-4%	-6%	-2.0%
More records:
SMILES	SIAH1 antagonists	P. falciparum M17LAP	LYP phosphatase	P. falciparum M1AAP	Dynein transport	Dynein transport cytoplasmic EGFP	Dynein transport nuclear GR-EGFP	Dynein transport cell count	AID2073	human PMI inhibition	human PMI inhibitors	XIAP antagonists
O=c1c2c3c(sc2nc2n1CCCCC2)CCC3	-2%	16%	1%	4%	0.11	0.26	0.079	0.00066	7%	-9%	-10%	-11%
Cn1c(SCC(=O)c2ccccc2)nnc1C1CC1	0%	21%	-5%	-1%	0.0035	0.012	0.24	-1.1	0%	-2%	31%	-8.1%
C=CCc1cc(C=O)cc(OC)c1OCc1ccc(Cl)cc1	-1%	0%	-4%	23%	0.55	-0.21	0.032	0.27	0%	12%	15%	-1.1%
O=C(CSc1nccn1-c1ccccc1)c1ccc(Br)cc1	-4%	5%	-1%	-11%	3.7	-0.22	1.7	-1.2	2%	15%	-1%	-6.2%
COc1ccc(NS(=O)(=O)c2ccc(NC(=O)C(CCSC)NC(N)=O)cc2)cc1 (stereo unspecified)	2%	.	-1%	.	0.32	-0.56	8.8e-05	-0.2	-2%	.	.	.
CCOc1cc([N+](=O)[O-])cc2c1C(=O)Nc1ccccc1O2	-9%	-2%	-2%	0%	-1.5	4.2	0.44	-0.069	33%	-4%	-2%	-0.6%
C/C(N)=C(/C#N)C(=O)CSc1nn(-c2ccc(Cl)cc2)c(=S)s1	-7%	2%	8%	1%	-0.3	-0.34	-0.69	-0.2	0%	6%	6%	-0.6%
Cc1cc(C)nc(SCCCn2c(=O)[nH]c3ccccc32)n1	-1%	11%	-8%	-1%	-0.39	-0.26	-0.32	1.1	-9%	4%	5%	-1.6%
O=S(=O)(Nc1nc2ccccc2nc1NCCO)c1cccc(Cl)c1	-1%	45%	-7%	19%	1.4	-0.23	1	-0.53	11%	2%	-12%	-3.7%
CCN(CC)S(=O)(=O)c1cc(NC(=O)C(C)N2CCN(Cc3ccc4c(c3)OCO4)CC2)ccc1C (stereo unspecified)	2%	-10%	4%	5%	0.0083	-0.29	-0.37	0.53	-4%	5%	7%	-5.5%
O=C(c1ccc(Cl)cc1)C1CCCN(Cc2ccc(Oc3ncccn3)cc2)C1 (stereo unspecified)	3%	1%	-7%	0%	-0.46	-0.27	0.0094	0.048	-9%	16%	14%	-9.7%
COc1ccc(S(=O)(=O)N(C)CC(=O)O)c2ccccc12	-1%	7%	-2%	-3%	-0.23	-0.24	-0.022	-0.6	3%	16%	2%	-0.9%
O=C(NCCO)c1nc2ccccc2s1	8%	9%	-6%	-3%	0.61	-0.22	0.26	0.92	21%	-6%	-3%	0.6%
Cc1cc(C)c2oc(C(=O)Nc3ccc(S(=O)(=O)N4CCCC(C)C4)cc3)cc(=O)c2c1 (stereo unspecified)	5%	0%	-2%	-2%	0.72	-0.24	0.4	-0.028	16%	-6%	8%	-5.1%
NC(=O)NC(=O)COC(=O)CCCc1c[nH]c2ccccc12	-3%	1%	-10%	10%	-0.28	-0.082	0.017	-0.25	-1%	-9%	-1%	-3.2%
CCOC(=O)c1[nH]c(C(=O)O)c(CCN(CC)CC)c1C	4%	5%	-7%	8%	2.1	-0.21	1.6	-1.6	-3%	2%	-1%	0.7%
C=CCNC(=S)NNC(=O)c1csc(CC)c1	-6%	-13%	-4%	0%	-0.7	-0.29	-0.66	0.73	-12%	-10%	-7%	0.1%
CC(C)N(C(=O)Cn1c(Cl)nc2ccccc21)C(C)C	11%	-13%	-8%	-4%	0.33	-0.021	0.091	-0.5	2%	4%	3%	-0.8%
CCOc1ncccc1C(=O)NCc1ccccc1	1%	-3%	-11%	8%	0.1	-0.28	-0.35	0.36	-5%	5%	8%	-3.5%
Cn1nnnc1SCc1cc(=O)n2ccsc2n1	3%	-3%	6%	7%	2.1	0.078	1.7	-1	2%	-22%	-4%	-4.2%
CC(C)(C)NC(=O)Cn1nnc(-c2ccccc2Cl)n1	-3%	-6%	-7%	-6%	0.038	-0.14	0.51	-1.3	-3%	1%	-3%	-9.4%
Cc1ccc(C(c2sc3ncnn3c2O)N2CC(C)CC(C)C2)cc1 (stereo unspecified)	4%	16%	-6%	1%	0.72	0.43	0.72	-0.94	4%	10%	8%	-2.2%
COc1ccc(N(C(=O)C2CSC(=O)C2)C(C(=O)NC(C)(C)C)c2ccncc2)cc1 (stereo unspecified)	4%	18%	-8%	-2%	-0.33	-0.25	0.033	0.35	-3%	4%	2%	-5.7%
N/C(=N\OC(=O)COc1ccc(Cl)cc1Cl)c1ccccn1	-2%	.	-1%	.	0.35	-0.0036	0.75	-0.98	-1%	10%	8%	-5.1%

A draw from above in order of molar mass, smallest number first.
SMILES	SIAH1 antagonists	P. falciparum M17LAP	LYP phosphatase	P. falciparum M1AAP	Dynein transport	Dynein transport cytoplasmic EGFP	Dynein transport nuclear GR-EGFP	Dynein transport cell count	AID2073	human PMI inhibition	human PMI inhibitors	XIAP antagonists
O=c1c2c3c(sc2nc2n1CCCCC2)CCC3	-2%	16%	1%	4%	0.11	0.26	0.079	0.00066	7%	-9%	-10%	-11%
CCOC(=O)c1[nH]c(C(=O)O)c(CCN(CC)CC)c1C	4%	5%	-7%	8%	2.1	-0.21	1.6	-1.6	-3%	2%	-1%	0.7%
NC(=O)NC(=O)COC(=O)CCCc1c[nH]c2ccccc12	-3%	1%	-10%	10%	-0.28	-0.082	0.017	-0.25	-1%	-9%	-1%	-3.2%
